Screens from PubChem BioAssay.
TEAD-YAP inh: TEAD-YAP interaction inhibition, primary screen, TEAD-YAP interaction inhibitor project, luminescence, HEK-TIYL cells; inhibition, % at 9.12 µM; hit rate 1.4% among 640,000; AID 1259422, 2018; TEAD-Gal4/YAP UAS-luciferase luminescence; in the data active = inhibition above about 32%;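 also: 0% = median of test compound wells and 100% = reference inhibitor wells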
GPR151 activ: activators of human GPR151, primary screen, cell-based, PathHunter beta-arrestin, luminescence; PathHunter beta-arrestin GPR151 cells; activation, % at 11.2 µM; hit rate 1% among 650,000; in the data active = activation above about 4.9%;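 also: 0% = median of compound wells and 100% = cells with positive control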
Target sequence (Q8TDV0 whole entry, looked up): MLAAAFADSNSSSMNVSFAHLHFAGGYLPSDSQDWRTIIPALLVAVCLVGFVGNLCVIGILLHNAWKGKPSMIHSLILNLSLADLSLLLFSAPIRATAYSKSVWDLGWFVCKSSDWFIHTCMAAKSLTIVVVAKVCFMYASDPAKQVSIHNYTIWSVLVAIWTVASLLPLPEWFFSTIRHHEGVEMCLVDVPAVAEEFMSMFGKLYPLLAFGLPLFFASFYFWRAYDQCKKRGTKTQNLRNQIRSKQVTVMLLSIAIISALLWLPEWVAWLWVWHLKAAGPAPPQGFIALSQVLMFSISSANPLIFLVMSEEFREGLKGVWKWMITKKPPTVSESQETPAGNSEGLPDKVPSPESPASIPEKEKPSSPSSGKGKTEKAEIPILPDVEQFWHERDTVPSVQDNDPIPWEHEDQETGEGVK
MITF primary: MITF inhibitors, primary screen, biochemical, AlphaScreen, human. Microphthalmia-associated transcription factor (Homo sapiens), O75030. AlphaScreen MITF homodimerization, bead proximity signal. inhibition, % at 2.6 µM. hit rate 0.91% among 650,000; in the data active = inhibition above about 50%;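 also: 0% = vehicle wells with protein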
Target sequence (O75030 whole entry, looked up): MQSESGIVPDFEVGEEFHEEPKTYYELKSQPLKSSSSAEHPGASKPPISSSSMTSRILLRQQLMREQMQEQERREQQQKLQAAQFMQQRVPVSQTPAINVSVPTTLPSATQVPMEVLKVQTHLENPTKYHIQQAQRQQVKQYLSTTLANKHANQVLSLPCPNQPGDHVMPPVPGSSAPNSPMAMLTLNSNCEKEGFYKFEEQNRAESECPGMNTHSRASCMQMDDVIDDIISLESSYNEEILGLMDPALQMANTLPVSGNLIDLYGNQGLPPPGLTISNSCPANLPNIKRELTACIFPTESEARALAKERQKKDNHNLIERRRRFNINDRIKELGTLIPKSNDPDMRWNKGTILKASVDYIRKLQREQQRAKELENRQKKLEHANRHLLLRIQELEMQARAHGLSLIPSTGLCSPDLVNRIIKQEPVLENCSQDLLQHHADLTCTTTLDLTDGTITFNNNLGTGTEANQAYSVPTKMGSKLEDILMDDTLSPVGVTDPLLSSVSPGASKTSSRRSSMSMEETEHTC
FBW7 act: FBW7 E3 ligase activators, primary screen, biochemical, AlphaScreen, human. F-box/WD repeat-containing protein 7 (Homo sapiens), Q969H0. normalized activity (activation), % at 26.1 µM. AlphaScreen FBW7–phospho-cyclin E peptide binding, activator screen. hit rate 0.13% among 650,000; in the data active = normalized activity above about 1.9%;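 also: purified mutant Fbw7 with reduced substrate affinity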
The depositor's hits bear a star; & = joins results of further samples.

SMILES | TEAD-YAP inh | GPR151 activ | MITF primary | FBW7 act
CC(=O)N1CCc2c([nH]c3cc(F)ccc23)C12CCN(CCc1ccc3c(c1)OCO3)CC2 | 4 | 0.5 | 13 | -0.8
C=CCn1c(SCC(=O)OCc2ccccc2)nc2c1c(=O)[nH]c(=O)n2C | -2 | 0.6 | 0 | -0.1
Brc1ccccc1-c1nc2c3c4c(sc3ncn2n1)CCCC4 | 5 | -0.2 | -3 | -0.1
COCCn1c(C)cc(/C=C2\C(=O)Nc3cc(Cl)ccc32)c1C | -21 | 1.4 | 7 | -0.1
O=C(CCC(=O)OCc1ccc(Br)cc1)Nc1ccc([N+](=O)[O-])cc1 | 0 | 1.2 | 15 | 0.0
COC(C(=O)N1CCc2c(cnc(C)c2CNC(=O)Cn2ccnc2)C1)c1ccccc1 (configuration not stated) | 2 | 0.4 | 6 | 0.0
COc1ccc(C(C)=O)cc1N1C(=O)C2C3C=CC(C3=C(c3ccccc3)c3ccccc3)C2C1=O (configuration not stated) | -12 | -1.0 | 3 | 0.0
COc1cccc(Nc2nnc(-c3cc4cccc(OC)c4oc3=O)s2)c1 | -5 | 2.6 | 7 | 0.2
CCOC(=O)CNc1ncnc2c1nnn2Cc1ccccc1Cl | -2 | 0.0 | 1 | 0.0
NC(=O)NC(=O)COC(=O)c1c2c(nc3ccccc13)/C(=C/c1ccccc1)CC2 | -61 | -0.1 | -1 | -0.2
COc1ccc(CCNC(=O)c2cc(Nc3ccc(N4CCOCC4)cc3)nc3ccccc23)cc1 | 6 | -0.3 | -6 | -0.1
CCCN1C(=O)C(NC(C)=O)c2cc(Cl)ccc21 (configuration not stated) | 6 | 0.2 | -2 | -0.1
CC(=O)Nc1c(O)[nH]c2ccccc12 | -1 | -1.3 | -2 | -0.1
CCOC(=O)C1=C(C)N=c2s/c(=C\c3cccc(OCc4ccc(Cl)cc4Cl)c3)c(=O)n2C1c1ccc(OC)cc1 (configuration not stated) | -41 | 2.8 | 1 | 0.1
O=C(CCn1c(=O)oc2ccccc21)Nc1ccccc1F | -3 | -0.6 | 11 | 1.5
Nc1c(C(=O)Nc2ccc(Cl)cc2)sc2nc3c(c(-c4cccs4)c12)CCCC3 | -2 | 0.1 | 9 | 0.0
Cc1ccc2sc(N3CCN(CCNC(=O)c4ccc5c(c4)OCCO5)CC3)nc2c1C | 5 | 1.6 | -5 | -0.1
O=C(O)C1CSC(c2cccc(Br)c2)N1 (configuration not stated) | -15 | -1.0 | 10 | -0.1
O=C1c2cccc3cccc(c23)C(=O)N1CCCN(C(=O)c1cccc([N+](=O)[O-])c1)c1cccc(F)c1 | -2 | 0.7 | 42 | -0.1
COc1cccc(OCc2nnc(SCC(=O)N(C)C)o2)c1 | -3 | 0.2 | -2 | -0.1
NC(=O)c1c(NC(=O)c2ccc(N3CCCC3=O)cc2)sc2c1CCCC2 | 0 | 1.2 | 5 | -0.1
CCNS(=O)(=O)c1ccc(NC(=O)Nc2cccc(Cl)c2Cl)cc1 | 1 | 1.2 | -6 | -0.1
CC(C)OC(=O)CSc1nnc(N)s1 | 1 | 1.6 | -2 | -0.7
COc1ccc(C(=O)NC(/C=C/c2ccccc2)c2cc(Cl)c3cccnc3c2O)cc1 (configuration not stated) | 18 | 1.1 | 14 | 0.7
O=C(O)CCC(Nc1nc2nc[nH]c2c(=O)[nH]1)C(=O)O (configuration not stated) | -6 | -0.6 | 2 | 0.4
CCCCCC(O)c1cccc(OCc2ccc3ccccc3n2)c1 (configuration not stated) | 15 | 1.7&-1.7 | -5&15 | 0.6
CS(=O)(=O)N1CC(C(=O)O)Oc2ccc(CC(=O)O)cc21 (configuration not stated) | 3 | -1.9 | 27 | 0.1
O=C(CN1C(=O)/C(=C\c2ccc(Cl)cc2)Sc2ccccc21)NCc1ccco1 | 3 | -1.4 | 11 | 0.3
COc1cccc(-c2nn(C)c3sc(C(=O)O)cc23)c1 | 14 | 0.8 | -2 | 0.0
Cc1ccc2sc(-c3ccc(NC(=O)/C=C/C(=O)O)cc3)nc2c1 | 92* | -3.6 | 10 | 0.7
COc1cccc(-c2ccc(SCC(=O)Nc3cc(OC)ccc3OC)nn2)c1 | -2 | -7.9 | -8 | -0.5
Cc1ccc(-n2nc3c(c2NC(=O)Cc2ccccc2)CSC3)c(C)c1 | 10 | -1.8 | 15 | 0.8
COC(=O)c1cnc(Nc2ccc3c(c2)OCO3)c2ccccc12 | -7 | -1.1 | -3 | 0.1
Cc1ccc(CCn2c(C)c(C)c3ccccc32)cn1 | -3 | 3.0 | 9 | 0.5
Cc1cc2cc(CNS(=O)(=O)c3ccc(Cl)cc3)ccc2[nH]1 | 2 | 1.7 | -10 | -0.2
O=C(Nc1cccc(F)c1)c1cc(S(=O)(=O)NCc2ccco2)ccc1F | 11 | 1.2 | 1 | 0.1
COc1ccccc1-c1c(C)nn2c(NCc3ccccn3)cc(C)nc12 | 14 | -0.1 | 14 | -0.9
Cc1ccccc1C(=O)N1CCN(c2ccc(NC(=O)c3ccc([N+](=O)[O-])o3)cc2)CC1 | 11 | 1.1 | 2 | -0.1
COc1cc2cc(C)c3nnc(SCC(=O)NNC(=O)C(C)C)n3c2cc1OC | 3 | 0.6 | -4 | 0.0
COc1ccc(-c2csc(/C(C#N)=C/c3ccc([N+](=O)[O-])cc3)n2)cc1 | 0 | -0.3 | 1 | 0.4
COC(=O)c1c(NC(=O)c2c(-c3ccccc3)noc2C)sc2c1CCC(C(C)(C)C)C2 (configuration not stated) | 7 | -0.4 | 1 | 0.1
CC(C)OC(=O)c1cc2ccccc2oc1=O | -8 | -0.6 | 0 | 0.0
CCOC(=O)CCN(Cc1sccc1C)S(=O)(=O)c1ccc(F)cc1 | -4 | -0.9 | 1 | 0.2
COc1ccc(C(CC(=O)O)NC(C)=O)cc1C (configuration not stated) | 2 | 0.2 | -7 | 0.9
COc1cccc(/C=C2/SC(=S)N(CCC(=O)O)C2=O)c1 | 10 | -1.9 | 20 | -0.1
CCCOc1ccc(S(=O)(=O)N2C(=O)CC(=O)N(Cc3ccc(OC)cc3)C2=O)cc1 | -6 | 0.9 | -1 | 0.2
O=C(Nc1ccccc1F)c1nc2c(nnn2Cc2ccc(C(F)(F)F)cc2)c(=O)[nH]1 | -17 | 1.2 | -11 | -0.1
COc1ccccc1NC(=O)CCC(=O)OCc1ccc([N+](=O)[O-])cc1 | -6 | -2.2 | -6 | 0.3
COc1cc(=O)n2c(c1C(=O)N1CCOCC1)CCN(C(=O)Cc1cccc(C)c1)CC2 | -2 | 1.4 | -6 | -0.1
O=S1(=O)CCC(Cc2nc3ccccc3[nH]2)C1 (configuration not stated) | -7 | 0.3 | 1 | 0.1
COc1ccc(Br)c(C(=O)Nc2cc3cc([N+](=O)[O-])ccc3oc2=O)c1 | -1 | -0.2 | 17 | 0.0
O=C(NC1CC1)c1ccc2c(c1)N(Cc1ccccc1)C(=O)CS2 | 23 | 2.6 | 3 | -0.4
C=CCN(CC=C)S(=O)(=O)c1ccc(C(=O)Nc2cccc3ccccc23)cc1 | 3 | 1.1 | -9 | 0.0
CCOC(=O)C1CCN(C(=O)Cn2c3ccccc3c3nc(=O)cc(C)n32)CC1 | 5 | 1.0 | 8 | 0.0
CC1=NN(c2ccccc2)C(=O)/C1=C/c1ccc(OCc2ccc(C)cc2)cc1 | -20 | -0.5 | 3 | -0.6
COc1ccc(CNCc2ccc(F)c(F)c2)cc1 | -2 | 0.0 | 38 | -0.1
Cc1ccc(C(=O)NC2CCCCC2)c(NCc2cccnc2)n1 | 1 | -1.0 | 24 | 1.0
O=C1C(C=NCc2ccncc2)=C(O)c2ccccc21 | 22 | -1.2 | 3 | -0.1
Cc1cccc(NC(=S)N2CCC(N(C)CC3CCCO3)CC2)c1C (configuration not stated) | -3 | -0.1 | 4 | 0.3
Cc1cccc(Oc2ccc(N3C(=O)C4C5C=CC(C5)C4(C)C3=O)cc2)c1C (configuration not stated) | 6 | -0.5 | 15 | -0.1

Next records follow.
SMILES | TEAD-YAP inh | GPR151 activ | MITF primary | FBW7 act
COc1ccc(C(=O)N2CCN(C(=O)c3ccco3)CC2)cc1 | 3 | -0.6 | 0 | 0.0
COc1cc(/C=C2/C(=N)N3N=C(CC(C)C)SC3=NC2=O)cc(OC)c1OC | -6 | 2.4 | 3 | 0.0
CC(C)(C)c1cc(NS(=O)(=O)c2ccc([N+](=O)[O-])cc2)no1 | 1 | -0.7 | 0 | 0.0
CN(C)CC(=O)Nc1ccc(Cl)cc1 | -14 | 0.0 | -4 | 0.1
CCOC(=O)C1=C(N)Oc2ccc3ccccc3c2C1c1ccc(Br)cc1 (configuration not stated) | 8 | -1.4 | 10 | 0.7
Cc1c(CNCCCSC2CCCCC2)c(C(=O)O)c(C)n1Cc1ccccc1 | 5 | -0.9 | -2 | -0.1
COc1ccccc1C(=O)Nc1n[nH]c(CSc2nc3ccccc3s2)n1 | 8 | 1.7 | 15 | 0.0
Cc1ccccc1NCC(=O)N/N=C/c1cc(Br)cc(C)c1O | 1 | 0.4 | -14 | 0.0
CCOc1ccc(N(CC(=O)Nc2ccc(NC(C)=O)cc2)S(C)(=O)=O)cc1 | -4 | 0.0 | 1 | 0.2
Cc1cc(C)c2nc(SCC(=O)Nc3sccc3C(N)=O)cc(C)c2c1 | 45* | 1.2 | -4 | 0.1
CC1CCCN(C(=O)CSc2nc3ncccc3[nH]2)C1 (configuration not stated) | 5 | -0.1 | 4 | 0.8
CCC1CN(CC(=O)N(C)Cc2nc3ccccc3[nH]2)Cc2cc(OC)ccc2O1 (configuration not stated) | 15 | -0.4 | 11 | -0.1
FC(F)(F)c1cc(-c2ccnc(Nc3ccc(N4CCOCC4)cc3)n2)cc(N2CCOCC2)c1 | -9 | 0.1 | 10 | -0.2
CCSc1nc2sc3c(c2c(=O)n1Cc1ccccc1)CCC(C(C)(C)C)C3 (configuration not stated) | 1 | -0.5 | 12 | 0.9
CCOC(=O)Cn1c(Cl)c(/C=N/NC(=O)c2ccccc2F)sc1=O | -15 | 0.1 | -3 | -0.3

As entered above:
MITF primary with COc1cc2cc(C)c3nnc(SCC(=O)NNC(=O)C(C)C)n3c2cc1OC → -4
MITF primary with O=C(CN1C(=O)/C(=C\c2ccc(Cl)cc2)Sc2ccccc21)NCc1ccco1 → 11

(cont.)
SMILES | TEAD-YAP inh | GPR151 activ | MITF primary | FBW7 act
O=C1c2ccccc2C(=O)N1/N=C/c1ccc(Cl)cc1Cl | -2 | -1.4 | -5 | 0.0
COc1ccc(-c2nn(-c3ccccc3)cc2C(=O)Nc2ccc(C(C)=O)cc2)cc1OC | -2 | 0.6 | 13 | 0.3
COc1ccc(NC(=O)C(=O)NCCc2ccc(OC)c(OC)c2)cc1 | -1 | -0.5 | -1 | 0.0
CSc1cccc(NS(=O)(=O)c2ccc(-n3cccn3)cc2)c1 | 1 | -0.2 | 6 | 0.0
Cc1ccc(C(=O)CSc2nnc(N)s2)c(C)c1 | -51 | -1.7 | -8 | 0.1
CC(Sc1nnc(-c2cccnc2)n1-c1ccccc1)C(=O)Nc1ccc(N)cc1 (configuration not stated) | -4 | -1.5 | -11 | -0.1
CC(C)CC(=O)Nc1c2c(nn1-c1ccccc1)CS(=O)C2 (configuration not stated) | 3 | -2.1 | 14 | 0.1
CC1=NC2(CCN(C(=O)c3ccccc3N)CC2)N=C1c1cccc(C(F)(F)F)c1 | -17 | -0.9 | 1 | 0.0
COc1cccc(-n2cc(C(=O)NCCC(=O)NC3CCCCC3)c3ccccc3c2=O)c1 | -10 | 1.1 | -2 | -0.1
COc1ccc(C2(NC(=O)Cc3ccc(-n4cnnn4)cc3)CCCCC2)cc1 | -7 | -1.5 | -25 | 0.1
CCOC(=O)c1ccccc1NC(=O)COc1ccc(C)cc1C(C)(C)C | 2 | 0.8 | 9 | 0.0
CCOC(=O)c1c(NC(=O)Cc2cccc3ccccc23)sc(C(=O)OC)c1C | 2 | 0.3 | 13 | 0.2
CN1CCN(c2ccnc3c(-c4cnn(Cc5ccccc5)c4)cnn23)CC1 | -61 | 1.1 | -27 | -0.6
CCCCN(c1ccccc1)c1ncnc2c1cnn2-c1ccccc1 | 9 | 0.0 | 8 | 0.4

Rewritten with tabs: part of the list above.
Compound	TEAD-YAP inh	GPR151 activ	MITF primary	FBW7 act
CC(=O)N1CCc2c([nH]c3cc(F)ccc23)C12CCN(CCc1ccc3c(c1)OCO3)CC2	4	0.5	13	-0.8
C=CCn1c(SCC(=O)OCc2ccccc2)nc2c1c(=O)[nH]c(=O)n2C	-2	0.6	0	-0.1
Brc1ccccc1-c1nc2c3c4c(sc3ncn2n1)CCCC4	5	-0.2	-3	-0.1
COCCn1c(C)cc(/C=C2\C(=O)Nc3cc(Cl)ccc32)c1C	-21	1.4	7	-0.1
O=C(CCC(=O)OCc1ccc(Br)cc1)Nc1ccc([N+](=O)[O-])cc1	0	1.2	15	0.0
COC(C(=O)N1CCc2c(cnc(C)c2CNC(=O)Cn2ccnc2)C1)c1ccccc1 (configuration not stated)	2	0.4	6	0.0
COc1ccc(C(C)=O)cc1N1C(=O)C2C3C=CC(C3=C(c3ccccc3)c3ccccc3)C2C1=O (configuration not stated)	-12	-1.0	3	0.0
COc1cccc(Nc2nnc(-c3cc4cccc(OC)c4oc3=O)s2)c1	-5	2.6	7	0.2
CCOC(=O)CNc1ncnc2c1nnn2Cc1ccccc1Cl	-2	0.0	1	0.0
NC(=O)NC(=O)COC(=O)c1c2c(nc3ccccc13)/C(=C/c1ccccc1)CC2	-61	-0.1	-1	-0.2
COc1ccc(CCNC(=O)c2cc(Nc3ccc(N4CCOCC4)cc3)nc3ccccc23)cc1	6	-0.3	-6	-0.1

This is a random part of the collection; any-hit rate near 3.5%.
